Bioassay records deposited in PubChem BioAssay by National Center for Advancing Translational Sciences (NCATS).
Pol kappa inh: blocks human DNA polymerase kappa activity | purified Pol kappa, fluorescent DNA synthesis assay, 10 min | 0.53% of 400,000 active | Potency, µM (series often up to 107 µM), for the others: top-dose activity, negative = inhibition, most hits filed as inhibitors; also: potency is read from the fitted curve at half-maximal effect; % is scaled to controls: 0 for no effect and ±100 for the full control effect
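Inhibition of 10 nM Pol kappa is measured by a fluorescent read-out at 0 and 10 min following addition of 50 nM substrate (final), with a 15-min room-temperature compound preincubation.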
12-LOX inh: inhibitors of human 12S-lipoxygenase ALOX12. P18054. purified 12hLO, xylenol orange hydroperoxide absorbance. Potency, µM (highest dose often 108 µM), for the others: at the highest dose activity change, negative = inhibition, actives largely listed as inhibitors. 1.1% of 580,000 active. AID 1671190; also: potency is read from the fitted curve at half-maximal effect; % is scaled to controls: 0 for no effect and ±100 for the full control effect
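Purified human 12hLO (150 nM final) in 25 mM Hepes, 0.01% Triton X-100, pH 7.0 was preincubated 15 min at room temperature with compound. Then 40 uM arachidonic acid was added, 30 min. Hydroperoxide was read by Fe-XO absorbance ratio 573/405 nm.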
APE1 inh: APE1 (human) endonuclease inhibition; 0.35% of 350,000 active; Potency, µM (titrated, usually from 65.8 µM), without a hit: at the highest dose activity change, negative = inhibition, usual class: inhibitors; recombinant APE1, TAMRA/BHQ-2 abasic DNA cleavage fluorescence; P27695;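 also: potency is read from the fitted curve at half-maximal effect; plate controls were vehicle for no effect and reference inhibitor for full effect; nearly all actives have a fitted effect of over 55% in size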
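Step 1: APE1 (0.75 nM) with compound, 15 min RT. Step 2: add 50 nM fluorophore/quencher THF duplex. Step 3: three fluorescence reads 60 s apart (525/598 nm); read 3 minus read 1 = reaction progress.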
BLM helicase inh: blocks DNA unwinding by human BLM helicase; P54132; recombinant BLM DNA unwinding, fluorescence dequenching; Potency, µM (top dose mostly 56.1 µM), for inactives: at the highest dose activity change, negative = inhibition, actives largely listed as inhibitors; 0.2% of 350,000 active;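 also: potency is read from the fitted curve at half-maximal effect; plate controls were vehicle for no effect and no enzyme for full effect; nearly all actives have a fitted effect of over 35% in size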
Target sequence (P54132 whole entry, looked up): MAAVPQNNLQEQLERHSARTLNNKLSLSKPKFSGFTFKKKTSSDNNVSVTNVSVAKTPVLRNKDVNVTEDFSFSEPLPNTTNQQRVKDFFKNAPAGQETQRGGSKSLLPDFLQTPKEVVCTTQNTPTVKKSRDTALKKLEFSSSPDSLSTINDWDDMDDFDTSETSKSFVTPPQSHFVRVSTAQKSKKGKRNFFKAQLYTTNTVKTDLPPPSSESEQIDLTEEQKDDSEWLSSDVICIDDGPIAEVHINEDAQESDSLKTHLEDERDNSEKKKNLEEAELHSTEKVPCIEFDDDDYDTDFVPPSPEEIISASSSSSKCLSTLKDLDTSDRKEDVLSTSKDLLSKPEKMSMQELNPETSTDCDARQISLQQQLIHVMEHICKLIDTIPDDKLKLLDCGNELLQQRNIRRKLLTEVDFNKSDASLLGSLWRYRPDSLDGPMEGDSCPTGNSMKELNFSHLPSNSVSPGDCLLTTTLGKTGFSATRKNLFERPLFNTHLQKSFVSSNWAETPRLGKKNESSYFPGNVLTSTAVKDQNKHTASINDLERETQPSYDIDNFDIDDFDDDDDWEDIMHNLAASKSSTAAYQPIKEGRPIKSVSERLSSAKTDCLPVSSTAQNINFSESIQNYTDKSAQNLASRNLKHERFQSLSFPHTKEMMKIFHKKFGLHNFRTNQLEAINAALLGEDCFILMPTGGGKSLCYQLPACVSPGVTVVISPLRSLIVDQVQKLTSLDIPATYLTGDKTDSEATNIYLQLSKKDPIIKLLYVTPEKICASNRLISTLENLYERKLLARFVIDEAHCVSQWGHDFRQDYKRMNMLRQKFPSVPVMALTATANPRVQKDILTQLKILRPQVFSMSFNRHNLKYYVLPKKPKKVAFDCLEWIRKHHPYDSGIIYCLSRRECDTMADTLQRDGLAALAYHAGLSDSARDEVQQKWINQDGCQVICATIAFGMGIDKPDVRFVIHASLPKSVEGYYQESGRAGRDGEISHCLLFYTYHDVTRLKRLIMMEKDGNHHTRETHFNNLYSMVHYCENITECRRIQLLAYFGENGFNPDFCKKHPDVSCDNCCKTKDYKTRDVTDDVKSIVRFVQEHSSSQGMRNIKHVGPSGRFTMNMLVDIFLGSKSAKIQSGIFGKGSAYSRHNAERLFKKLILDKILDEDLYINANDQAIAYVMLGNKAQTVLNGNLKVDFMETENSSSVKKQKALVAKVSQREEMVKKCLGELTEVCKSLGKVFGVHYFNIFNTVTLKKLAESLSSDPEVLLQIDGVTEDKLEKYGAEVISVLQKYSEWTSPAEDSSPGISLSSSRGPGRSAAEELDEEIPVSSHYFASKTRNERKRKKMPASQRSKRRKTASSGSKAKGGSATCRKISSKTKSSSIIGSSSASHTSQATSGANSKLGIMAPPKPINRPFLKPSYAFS
ERG Ets-DNA blk: inhibitors of human ERG Ets domain-DNA interaction; P11308; fluorescence polarization, His-ERG Ets domain / labelled DNA; Potency, µM (highest dose often 76.9 µM), inactives show at the top dose FP activity, negative = inhibition, most hits filed as inhibitors; 0.028% of 370,000 active; active = well fitted inhibition curve with a large enough effect in the polarisation, with a control signal flat; inconclusive = small, poorly fitted or top-dose-only effect, or effect the other way, or a change in a side signal; inactive = no such curve, though single readings can be large or run the other way; the % refers to the polarisation;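 also: polarization taken with two DNA probes labelled with fluorescein and Texas red; potency is read from the fitted curve at half-maximal effect; % of control where 0% means no effect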
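His-tagged ERG Ets domain (1 uM in the protein solution; 300mM KCl, 50mM Tris-HCl, 1mM EDTA, 1mM DTT, pH 7.5) received compound, then a probe mix of 5 nM fluorescein-DNA and 100nM Texas-615-DNA. Fluorescence polarization was read for both dyes.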
TRHR ag: TRH receptor (human) agonism. activation, % at 2 µM. TRHR cells, calcium flux fluo-8, FDSS agonist mode. P34981. 0.18% of 360,000 active; in the data active = activation above about 30%; also: 0% is about no effect
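Steps: seed TRHR cells overnight; add fluo-8 no-wash Ca dye, RT 30 min–1.5 h; record 10 s baseline; pin-transfer compounds; monitor fluorescence 1 cycle/s for the agonist window. Calcium increases flag candidate agonists.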
POLB inh: blocks human DNA polymerase beta activity; Pol beta primer extension/strand displacement, fluorescence kinetic; Potency, µM (titrated, usually from 114 µM), without a hit: top-dose activity change, negative = inhibition, hits mostly inhibitors; 1.3% of 340,000 active; P06746; AID 485314; also: potency is read from the fitted curve at half-maximal effect; % is scaled to controls: 0 for no effect and ±100 for the full control effect
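Enzyme-only controls used 10 nM Pol beta; buffer lacking enzyme served as negative control. Compound preincubated 15 min, then 50 nM substrate added; 0 and 10 min reads at room temperature.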
Apoferritin bind: binds horse apoferritin like a general anesthetic | P02791 | apoferritin/1-aminoanthracene competitive binding, fluorescence | Potency, µM (titrated, usually from 77.5 µM), for the others: at the highest dose activity change, negative = displacement, actives largely listed as inhibitors | 0.074% of 350,000 active; also: potency is read from the fitted curve at half-maximal effect; % is scaled to controls: 0 for no effect and ±100 for the full control effect; nearly all actives have a fitted effect of over 20% in size
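In PBS, apoferritin at 10 uM is loaded with 1-AMA from a 50% saturated solution. After 10 min of compound exposure at ambient temperature, reduced 535 nm fluorescence indicates probe displacement.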
POLI inh: inhibitors of human DNA polymerase iota | 1% of 390,000 active | Pol iota fluorescent replication assay, 10 min | Potency, µM (series often up to 115 µM), for the others: at the highest dose activity, negative = inhibition, most hits filed as inhibitors; also: potency is read from the fitted curve at half-maximal effect
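Fluorescent replication assay read twice, at 0 min and 10 min after adding 50 nM (final) substrate. Enzyme (10 nM) and compounds were first incubated 15 min at room temperature; enzyme-free buffer wells were negative controls.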
* marks the source's active call; other numbers are inactive results; u = inconclusive; x = no result given; [ ] = another dose, or the depositor's remark. Unless noted, calls follow the shape of the dose curve; as a rule, active = well fitted curve in the direction sought with a large enough effect; inconclusive = small, poorly fitted or top-dose-only effect, or another doubt; inactive = no such curve, though single readings can be large; an effect the other way counts as inactive or inconclusive. Not all compounds are listed (hit frequency here may not be typical).

smiles	Pol kappa inh	12-LOX inh	APE1 inh	BLM helicase inh	ERG Ets-DNA blk	TRHR ag	POLB inh	Apoferritin bind	POLI inh
Cc1ccnc2c1ccc1cccnc12	6.7%	-11.8%	0.8%	x	-1.9%	0.4	x	x	8.9%
O=C(CCNC(=O)c1ccccc1Cl)NCCc1ccc(Cl)cc1	19.3%	-5.9%	-10.9%	-3.8%	-1.9%	-0.8	-1.5%	1.6%	4.9%
C=CCNC(=O)CN1C(=O)C2C3c4ccccc4C(c4ccccc43)C2C1=O (centres undefined)	10.2%	-13.3%	-4.4%	-5.9%	-1.6%	-0.9	-3.5%	-4.8%	34.7%[activator]
CCCOc1ccc(-c2nc(C#N)c(NCCCn3ccnc3)o2)cc1	-19.8%	12.3%	10.6%	-5.0%	2.2%	0.6	4.2%	-13.1%	11.6%
O=C(NCc1ccccc1)N1CCNCC1	-3.3%	3.0%	-0.2%	-3.9%	u	0.6	1.3%	-5.5%	93.0%[activator]
C(=N\n1cnnc1)/c1ccc2ncccc2c1	-7.7%	-16.1%	1.8%	11.6%	-2.6%	-0.2	-0.8%	-6.1%	20.3%
O=C(Nc1ccccc1)c1ccc2snnc2c1	-5.6%	-4.0%	-1.7%	-2.7%	21.5%	0.3	-6.5%	-10.4%	78.9%[activator]
O=S(=O)(c1ccc(Sc2nnc3ccccn23)nc1)N1CCOCC1	-4.0%	0.0%	-1.2%	-0.7%	-2.5%	-0.3	-22.0%	-7.4%	21.8%
CC(=O)C[C@@H](O)CC(=O)[C@@H]1OC(=O)[C@H](C)CCCCc2ccccc21	-6.4%	7.9%	2.9%	x	-8.9%	x	x	x	-1.0%
CCOC(=O)c1sc2nc(-c3ccccc3)ccc2c1N	0.9%	0.3%	2.1%	-2.0%	-0.8%	0.6	15.4%	-5.4%	14.4%
CCc1ccc(NC(=O)c2sc3nc(C)c(C(=O)Nc4ccc(C)cc4C)c(-c4ccco4)c3c2N)cc1	-24.3%	-25.7%	x	-2.4%	9.8%	6.4	-20.0%	45.8%[activator]	-4.0%
Cc1cc(=O)[nH]c(SCC(=O)Nc2ccccc2[N+](=O)[O-])n1	-7.3%	0.5%	-14.9%	-2.5%	-1.9%	0.2	0.0%	2.6%	37.5%[activator]
Cc1c(NC(=O)c2cc3ccccc3o2)cccc1-c1nc2ccccc2o1	5.5%	1.1%	x	-1.4%	5.9%	-0.7	9.3%	2.3%	-3.6%
O=C(NCc1ccco1)c1ccc(F)c(S(=O)(=O)N2CCCCC2)c1	0.8%	u	1.6%	-1.9%	2.4%	-0.1	-14.3%	-11.8%	92.4%[activator]
Cc1ccc(C)c(N2CCN(c3nc4ccccc4c4nc(CCn5nc(C)cc5C)nn34)CC2)c1	5.8%	-24.6%	x	0.4%	-0.4%	-0.2	20.9%	5.5%	-6.4%
O=C(O)c1cc(N2N=C(C(F)(F)F)/C(=C/C=C/c3ccco3)C2=O)ccc1Cl	1.12µM*	5.62µM*	0.8%	u	20.5%	1.7	0.631µM*	-18.3%	1.12µM*
CCOc1ccc(C(=O)NCC(C)CN(C)C)cc1OCC (centres undefined)	-14.6%	-19.0%	1.2%	0.6%	-1.9%	1.0	1.1%	-6.7%	6.3%
Cc1cc(C)cc(CC2CC(=O)N(c3cc(C)ccc3C)C2=O)c1 (centres undefined)	1.1%	u	-6.8%	-2.5%	-2.0%	0.8	-19.0%	-13.2%	44.8%[activator]
Cc1cccc(C(=O)NC(C)C(c2cccs2)N2CCOCC2)c1 (centres undefined)	1.0%	1.2%	1.8%	0.1%	-4.7%	0.1	-0.2%	-0.1%	20.2%
O=C(Nc1ccc2nc(SCC(=O)N3CCCC3)sc2c1)c1ccccc1	-10.2%	-7.4%	x	-0.4%	-3.4%	0.7	26.0%	3.1%	23.0%
O=C(Nc1nnc(C2=COCCO2)o1)c1ccc(S(=O)(=O)N2CCCCC2)cc1	-3.5%	0.0%	-0.3%	1.7%	-2.2%	0.5	26.8%	-12.8%	53.1%[activator]
CCOC(=O)[C@@H]1[C@H]2COc3ccccc3[C@H]2N2C(=O)N(c3ccc(C(F)(F)F)cc3)C(=O)[C@]12C	-5.6%	0.2%	-15.1%	-13.2%	-5.1%	1.0	15.0%	-8.4%	27.9%
COC(=O)CN1C(C)=Nc2ccc(C)cc2C1c1ccccc1 (centres undefined)	-7.3%	-15.1%	5.0%	3.8%	4.6%	0.5	9.8%	-5.1%	46.0%[activator]
O=C(N/N=C/c1cccnc1)c1cccc(N2CCCC2=O)c1	-23.3%	189.0%[activator]	-6.3%	-1.5%	-12.2%	0.7	16.0%	0.9%	15.3%
Cc1ccc2c(c1)C1C[N+](C)(CC(=O)Nc3ccccc3Cl)CCC1N2C(=O)c1ccccc1Cl (centres undefined)	-22.7%	-22.1%	10.4%	x	-7.9%	x	x	x	112.5%[activator]

smiles	Pol kappa inh	12-LOX inh	APE1 inh	BLM helicase inh	ERG Ets-DNA blk	TRHR ag	POLB inh	Apoferritin bind	POLI inh
Cc1c(CNC(C)CCc2ccccc2)c(C(=O)O)c(C)n1Cc1ccc(F)cc1Cl (centres undefined)	-11.7%	-15.4%	x	-0.1%	-0.1%	0.0	-19.7%	-7.5%	21.6%
O=C(NC1=NCCS1)NC12CC3CC(CC(C3)C1)C2	5.1%	5.0%	2.1%	-3.1%	-21.8%	0.4	0.9%	u	19.4%
O=C(NC(=S)Nc1ccc2ncccc2c1)c1ccccc1	-0.2%	u	8.8%	-6.8%	0.9%	0.3	-11.2%	-4.7%	188.0%[activator]
Cc1cnc(C(=O)Nc2cccc3cccnc23)cn1	-3.7%	-4.0%	-7.2%	1.3%	-3.0%	-0.7	0.8%	-6.4%	u
CCn1c(C)cc(/C=C2/SC(=S)N(CC(=O)O)C2=O)c1C	-0.2%	u	0.4%	-2.8%	10.4%	15.3	-2.8%	-12.1%	7.8%
COc1ccc(N2CCN(C(=O)CSc3nc(C)cs3)CC2)cc1	-0.7%	2.8%	41.3%	x	9.5%	0.4	x	x	39.3%[activator]
Cc1ccc(NC(=O)c2c(N3CCCC3=O)c3cc(C)ccc3n2C)c(C)c1	7.6%	u	x	-2.2%	-4.5%	0.9	4.3%	-0.1%	-0.4%
CCOc1ccccc1OCCOc1ccc(F)cc1	-3.8%	0.0%	-4.8%	-3.4%	-6.2%	-0.9	-1.8%	-8.5%	-6.5%
CC(Nc1nc(-c2ccc(F)cc2)cs1)c1nc2cc(Cl)c(N3CCCCC3)cc2n1CCCO (centres undefined)	-7.8%	-14.1%	x	x	5.0%	x	x	x	u
CC(C)c1c(C(=O)N/N=C/c2ccccc2OCc2c(F)cccc2Cl)nnn1-c1nonc1N	-11.1%	4.0%	-15.9%	-10.4%	-9.2%	1.0	0.7%	5.6%	-1.0%
O=C(NCCO)c1nc(C(=O)c2ccccc2)c2ccccc2n1	-3.0%	1.4%	20.2%	x	4.7%	-0.3	x	x	23.3%
Cc1ccc(S(=O)(=O)N2CCN(c3cc4c(cc3[N+](=O)[O-])n(C)c(=O)n4C)CC2)cc1	-13.3%	3.8%	-2.8%	-1.3%	x	0.2	10.4%	-9.8%	-3.6%
O=C(/C=C/c1cccs1)NCc1ccccc1	-2.1%	-7.2%	-0.5%	-4.1%	2.3%	-0.3	-11.0%	-9.2%	41.4%[activator]
Cc1cc(C)n(CCNC(=O)c2ccco2)n1	-6.1%	6.1%	48.4%[activator]	-1.7%	10.3%	0.0	-0.2%	21.9%	10.4%
CCc1ccccc1NC(=O)CN1C(=O)C2CCCN2c2ncc(Cl)cc21 (centres undefined)	-11.9%	438.7%[activator]	-1.7%	-3.9%	11.5%	0.4	-5.9%	-0.7%	12.4%
Cc1cc(N2CCCCC2)nc2ccccc12	-6.2%	-15.5%	1.5%	-5.5%	2.1%	-0.3	9.9%	-19.2%	70.8%[activator]
O=C(COC(=O)[C@@H]1CCCN1C(=O)c1cccs1)Nc1ccc(Br)cc1	-7.5%	2.5%	-12.5%	x	0.5%	x	x	x	-22.4%
O=S(=O)(c1ccc(F)cc1F)N1CCCN(c2ccc(C(F)(F)F)cn2)CC1	-8.6%	385.3%[activator]	u	-8.2%	-0.3%	1.0	-4.3%	-9.1%	13.1%
Cn1c(SCC(=O)c2ccc(F)cc2)nnc1-c1ccccc1Br	-9.9%	-2.2%	x	-5.8%	-20.2%	-1.0	0.0%	-11.3%	-20.1%
COc1cc2c(C(=O)N3CCN(c4cccc(Cl)c4)CC3)cn(CC(C)C)c(=O)c2cc1OC	0.9%	0.0%	-0.2%	-6.8%	0.2%	-0.2	-0.5%	-8.8%	-7.6%
c1cc2c3c(cccc3c1)NC1(CCCC1)N2	-4.7%	u	x	x	-2.5%	x	x	x	91.7%[activator]
COc1ccc(C)cc1NC(=O)C1CCN(S(=O)(=O)c2cc(Br)cc3c2N(C(C)=O)CC3)CC1	-0.9%	-11.6%	x	-8.2%	0.8%	-0.8	u	3.1%	-10.2%
CCCCCOc1ccc(NC(=O)C(=O)NCCCn2ccnc2)cc1	-5.7%	-16.3%	-0.1%	-2.5%	-1.8%	-0.5	-1.5%	u	4.8%

Arranged by count of non-hydrogen atoms (descending): some entries from above.
smiles	Pol kappa inh	12-LOX inh	APE1 inh	BLM helicase inh	ERG Ets-DNA blk	TRHR ag	POLB inh	Apoferritin bind	POLI inh
Cc1cc(=O)[nH]c(SCC(=O)Nc2ccccc2[N+](=O)[O-])n1	-7.3%	0.5%	-14.9%	-2.5%	-1.9%	0.2	0.0%	2.6%	37.5%[activator]
CCOc1ccccc1OCCOc1ccc(F)cc1	-3.8%	0.0%	-4.8%	-3.4%	-6.2%	-0.9	-1.8%	-8.5%	-6.5%
c1cc2c3c(cccc3c1)NC1(CCCC1)N2	-4.7%	u	x	x	-2.5%	x	x	x	91.7%[activator]
